NOD2-RIPK2 inh = NOD2-RIPK2 binding disruptors in cells, primary screen, fluorescence, CHO cells, BLA complementation. Receptor-interacting serine/threonine-protein kinase 2 (Homo sapiens), O43353. CCF4 ratio. inhibition, % at 4.98 µM. 360,000 tested, 0.38% active; in the data active means inhibition above about 21%;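 further: 0% = vehicle only and 100% = reference blocker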
TRAIL sens C8 = viability loss with TRAIL in NB7+C8 cells, primary screen, TRAIL sensitizer project, cell-based, ATPlite luminescence. inhibition (viability loss, TRAIL sensitization), % at 10 µM. 360,000 tested, 1% active;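 active means compounds causing at least 50% loss of cell viability in the single-dose screen, relative to plate controls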
TROY signal inh = inhibitors of TROY-driven NF-kB signaling, primary screen, Q293 LMP1-TROYcd cells, NF-kB luciferase, uHTS | Q293 LMP1-TROYcd NF-kB luciferase reporter, 4 h | inhibition, % at 10 µM | 360,000 tested, 0.98% active | AID 1347056, 2019;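 active means compounds whose plate-normalised and pattern-corrected inhibition of the luciferase reporter signal at the single screening dose is 50% or more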
SRC1 inh = SRC1 coactivator transcriptional activity inhibitors, primary screen, cell-based, luminescence. Nuclear receptor coactivator 1 (Homo sapiens), Q15788. HEK293 GAL4-SRC1 luciferase reporter. inhibition, % at 3.6 µM. 360,000 tested, 0.12% active;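 active means inhibition above the campaign mean plus 3 SD, with each screening campaign given its own cutoff, cut at about 60% in these data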;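 further: 0% = DMSO treated cells and 100% = gossypol at 36 µM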
EBV LMP1 NFkB = EBV LMP1-driven NF-kappaB luciferase reporter inhibitors, primary screen, cell-based, luminescence, single point; LMP1-induced NF-kappaB luciferase reporter cells; 350,000 tested, 0.69% active; inhibition, % at 12.5 µM; AID 504558, 2011; in the data active means inhibition above about 41%;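 further: 0% = neutral control wells and 100% = reference inhibitor control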
NR2F2 inh = NR2F2 transcriptional activity inhibitors, primary screen, cell-based, luciferase reporter, HEK293T, luminescence. inhibition, % at 8.6 µM. HEK293T NGFI-A luciferase reporter. AID 686940, 2013. 370,000 tested, 0.7% active;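 active means inhibition above a per-plate cutoff, mean inhibition of test wells between control levels plus 3 SD, cut at about 38% in these data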;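 further: cells cotransfected with COUP-TFII expression vector driving the NGFI-A reporter; 0% = median of COUP-TF2 test wells and 100% = reporter-only cells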
SRC2 inh = inhibition of GAL4-SRC2 driven luciferase reporter, primary screen, SRC2 inhibitor project, cell-based, luminescence; HEK293 GAL4-SRC2 luciferase reporter; Nuclear receptor coactivator 2 (Homo sapiens), Q15596; inhibition, % at 9 µM; 370,000 tested, 0.17% active;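 active means inhibition above the mean inhibition of all tested compounds plus 3 SD, set per campaign, cut at about 52% in these data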;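 further: 0% = DMSO treated cells and 100% = cells given Gossypol at 36 µM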
TLR9-MyD88 block = inhibitors of TLR9-MyD88 association in cells, primary screen, cell-based, CHO, BLA complementation, fluorescence. Toll-like receptor 9 (Homo sapiens) + Myeloid differentiation primary response protein …. CCF4 FRET ratio. inhibition, % at 4.98 µM. 340,000 tested, 0.21% active;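 active means inhibition above the mean over all tested compounds plus 3 SD, cut at about 21% in these data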;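 further: 0% = DMSO only wells and 100% = clavulanate BLA inhibitor control wells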
Target sequence (Q99836 whole entry, looked up): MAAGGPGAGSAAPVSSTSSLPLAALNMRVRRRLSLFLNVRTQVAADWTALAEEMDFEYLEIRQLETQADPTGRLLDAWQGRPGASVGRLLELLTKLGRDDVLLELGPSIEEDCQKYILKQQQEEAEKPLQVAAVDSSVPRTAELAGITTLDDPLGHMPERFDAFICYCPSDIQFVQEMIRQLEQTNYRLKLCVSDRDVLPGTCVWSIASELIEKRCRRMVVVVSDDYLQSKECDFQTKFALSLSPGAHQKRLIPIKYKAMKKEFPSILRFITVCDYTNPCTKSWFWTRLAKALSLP
Target sequence (Q9NR96 whole entry, looked up): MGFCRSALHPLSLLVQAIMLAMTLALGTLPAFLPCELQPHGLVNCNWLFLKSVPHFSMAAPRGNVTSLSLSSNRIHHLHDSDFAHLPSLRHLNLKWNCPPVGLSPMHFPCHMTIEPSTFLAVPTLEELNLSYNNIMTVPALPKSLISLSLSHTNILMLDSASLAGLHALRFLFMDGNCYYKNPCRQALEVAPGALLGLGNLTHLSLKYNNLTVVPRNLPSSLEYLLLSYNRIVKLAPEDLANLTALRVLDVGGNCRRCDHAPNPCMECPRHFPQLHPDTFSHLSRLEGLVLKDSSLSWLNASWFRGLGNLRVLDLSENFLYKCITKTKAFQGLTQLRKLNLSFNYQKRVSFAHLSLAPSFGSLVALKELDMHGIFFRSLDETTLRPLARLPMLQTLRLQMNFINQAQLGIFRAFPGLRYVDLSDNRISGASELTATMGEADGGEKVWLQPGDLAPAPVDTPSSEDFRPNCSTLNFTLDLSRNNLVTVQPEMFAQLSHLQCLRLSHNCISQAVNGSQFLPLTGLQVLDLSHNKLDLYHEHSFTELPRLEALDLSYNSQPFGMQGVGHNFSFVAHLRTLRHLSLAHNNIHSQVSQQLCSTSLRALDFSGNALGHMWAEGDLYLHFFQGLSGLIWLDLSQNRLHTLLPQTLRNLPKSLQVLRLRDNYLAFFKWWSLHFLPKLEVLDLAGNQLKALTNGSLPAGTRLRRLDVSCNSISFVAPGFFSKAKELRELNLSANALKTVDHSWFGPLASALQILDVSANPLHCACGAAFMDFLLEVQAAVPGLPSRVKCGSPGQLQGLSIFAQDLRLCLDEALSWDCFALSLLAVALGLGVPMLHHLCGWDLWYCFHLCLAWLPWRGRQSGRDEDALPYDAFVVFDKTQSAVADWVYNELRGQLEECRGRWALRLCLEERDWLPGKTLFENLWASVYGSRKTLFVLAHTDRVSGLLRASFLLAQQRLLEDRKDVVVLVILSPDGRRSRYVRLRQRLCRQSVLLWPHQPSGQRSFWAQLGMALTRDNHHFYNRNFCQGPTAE
TWEAK-Fn14 inh = inhibitors of TWEAK-Fn14 signaling, primary screen, luciferase reporter cells, uHTS. TWEAK-stimulated Fn14 reporter cells, luciferase luminescence, 8 h. AID 1159606, 2016. 360,000 tested, 2% active. inhibition, % at 10 µM; in the data active means inhibition above about 50%
NR5A2 inv ag = LRH-1 (NR5A2) inverse agonists, primary screen, cell-based, luminescence, HEK293T, StAR-luciferase reporter | inhibition, % at 3.6 µM | LRH-1 transfected, 24 h | Nuclear receptor subfamily 5 group A member 2 (Homo sapiens), O00482 | 360,000 tested, 0.13% active;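 active means inhibition above the mean inhibition of all tested compounds plus 3 SD, cut at about 73% in these data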;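 further: 0% = DMSO wells and 100% = reporter-only cells lacking LRH-1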
NCOA3 inh = SRC3 coactivator transcriptional activity inhibitors, primary screen, cell-based, luminescence; Nuclear receptor coactivator 3 (Homo sapiens), Q9Y6Q9; HEK293 GAL4-SRC3 luciferase reporter; inhibition, % at 3.6 µM; 360,000 tested, 0.17% active;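 active means inhibition above a per-campaign cutoff, the mean of all compounds plus 3 SD, cut at about 60% in these data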;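 further: 0% = DMSO-treated cells and 100% = gossypol-treated cells at 36 µM; higher means less SRC3-driven luciferase light from the GAL4 reporter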
Active calls of the source: *; x = not tested or not shown. This is a subset (hit frequency here may not be typical).

entry | SMILES | NOD2-RIPK2 inh | TRAIL sens C8 | TROY signal inh | SRC1 inh | EBV LMP1 NFkB | NR2F2 inh
1 | CCC1CCCCN1C(=O)CSc1nc2c(c(=O)n1C)SC(C)C2 (stereo unspecified) | 2 | 16 | 7 | 8 | -1 | -1
2 | CCCCN(Cc1cc2ccccc2[nH]c1=O)C(=O)c1ccccn1 | -1 | 8 | 2 | -15 | -1 | -19
3 | O=C(NCCc1nnc2ccc(SCC(=O)N3CCCC3)nn12)c1ccccc1 | 4 | 9 | 15 | -11 | -7 | 9
4 | O=C(NCC1CCCO1)C(c1cccs1)N(Cc1cccs1)C(=O)c1ccc(-c2ccccc2)[nH]1 (stereo unspecified) | -6 | -6 | 18 | 9 | 0 | 16
5 | CC(C)[C@@H](NC(=O)OC(C)(C)C)c1cc(C(=O)c2c(-c3ccccc3)[nH]c3ccccc23)c(N)s1 | -10 | 1 | x | x | x | -2
6 | COc1cc(CN2CCCC(N3CCN(c4ccc(F)cc4)CC3)C2)ccc1F (stereo unspecified) | -7 | 6 | -2 | 0 | 14 | 5
7 | Cc1ccc(N2C(=O)C(c3c(C)[nH]n(-c4ccccc4)c3=O)(C(F)(F)F)C3=C2CC(C)(C)CC3=O)cc1 (stereo unspecified) | 0 | -2 | 4 | 3 | -12 | 0
8 | N#Cc1cccc(CN2CCC(=O)N(CCO)CC2)c1 | 3 | -4 | -5 | -6 | -1 | 16
9 | COc1ccc(CCN(C)Cc2c(O)ccc3cc(Br)ccc23)cc1OC | 1 | -2 | 17 | 0 | 4 | 2
10 | COc1cccc(-c2coc3c(C)c4oc(=O)c(CC(=O)O)c(C)c4cc23)c1 | 5 | 6 | 9 | 11 | -6 | 3
11 | CN(/N=C\c1ccc(O)c(O)c1)c1nc(-c2ccccc2)cc(-c2ccccc2)n1 | 6 | 29 | -22 | 6 | -18 | 3
12 | COc1ccc(S(=O)(=O)N2CCCC(C(=O)NCc3cccnc3)C2)cc1C (stereo unspecified) | 1 | 1 | 10 | -16 | -1 | -11
13 | Cc1ccc(S(=O)(=O)Nc2ccncc2)c(C)c1N(C)S(=O)(=O)c1ccc(Cl)cc1 | -6 | 3 | -1 | 9 | -1 | 1
14 | Cc1ccc(C(=O)OCC(=O)N2CCc3ccccc32)cc1 | 1 | 10 | -89 | -35 | -31 | -32
15 | O=C(NCc1cccs1)c1ccc(CS(=O)Cc2cccc(Cl)c2)o1 (stereo unspecified) | 5 | 7 | 7 | 0 | -5 | 11

entry | SRC2 inh | TLR9-MyD88 block | TWEAK-Fn14 inh | NR5A2 inv ag | NCOA3 inh
1 | -3 | -2 | 4 | 0 | -16
2 | -42 | 6 | -28 | 13 | 9
3 | -6 | -1 | 12 | -4 | 14
4 | -8 | -5 | 35 | 6 | 2
5 | 10 | x | x | 36 | x
6 | 1 | -11 | -10 | 17 | 3
7 | -10 | -1 | 22 | 15 | 9
8 | -38 | -7 | 0 | -10 | 9
9 | 6 | -10 | 31 | -4 | 2
10 | -24 | -7 | -5 | -3 | -7
11 | 7 | -3 | -7 | -7 | 0
12 | -36 | -7 | 19 | -10 | -16
13 | -3 | 5 | 6 | -10 | 10
14 | -39 | -5 | -36 | -15 | -3
15 | -8 | 2 | 11 | 21 | 10

5 entries picked at random from those above, as already listed:
entry | SMILES | NOD2-RIPK2 inh | TRAIL sens C8 | TROY signal inh | SRC1 inh | EBV LMP1 NFkB | NR2F2 inh
10 | COc1cccc(-c2coc3c(C)c4oc(=O)c(CC(=O)O)c(C)c4cc23)c1 | 5 | 6 | 9 | 11 | -6 | 3
12 | COc1ccc(S(=O)(=O)N2CCCC(C(=O)NCc3cccnc3)C2)cc1C (stereo unspecified) | 1 | 1 | 10 | -16 | -1 | -11
6 | COc1cc(CN2CCCC(N3CCN(c4ccc(F)cc4)CC3)C2)ccc1F (stereo unspecified) | -7 | 6 | -2 | 0 | 14 | 5
14 | Cc1ccc(C(=O)OCC(=O)N2CCc3ccccc32)cc1 | 1 | 10 | -89 | -35 | -31 | -32
9 | COc1ccc(CCN(C)Cc2c(O)ccc3cc(Br)ccc23)cc1OC | 1 | -2 | 17 | 0 | 4 | 2

entry | SRC2 inh | TLR9-MyD88 block | TWEAK-Fn14 inh | NR5A2 inv ag | NCOA3 inh
10 | -24 | -7 | -5 | -3 | -7
12 | -36 | -7 | 19 | -10 | -16
6 | 1 | -11 | -10 | 17 | 3
14 | -39 | -5 | -36 | -15 | -3
9 | 6 | -10 | 31 | -4 | 2

(further entries)
entry | SMILES | NOD2-RIPK2 inh | TRAIL sens C8 | TROY signal inh | SRC1 inh | EBV LMP1 NFkB | NR2F2 inh
16 | CC12CN3CC(C)(CN(C1)C3c1ccc3c(c1)OCO3)C2O (stereo unspecified) | -4 | -5 | -11 | 0 | -6 | -4
17 | COc1cc(C(=O)OCC(=O)N2CCC(Cc3ccccc3)CC2)cc(OC)c1OC | 0 | -12 | 4 | -6 | 2 | 21
18 | Cc1cc(=O)oc2c1c(C)nn2-c1nn[nH]n1 | -10 | -1 | 8 | 2 | 8 | -13
19 | CCCCOc1cccc(C(=O)Nc2ccc(NC(=O)c3ccco3)cc2)c1 | -3 | -23 | -41 | 6 | -8 | 4
20 | CC(C)=CCCC(C)CN(C)CCc1ccccn1 (stereo unspecified) | 10 | -5 | -6 | -9 | 5 | 25
21 | Cc1nc2nc(-c3ccccc3)[nH]n2c(=O)c1C | -13 | -10 | -36 | -22 | -10 | -27
22 | O=C(O)c1ccc(Oc2ccc([N+](=O)[O-])cc2)c([N+](=O)[O-])c1 | 4 | -27 | 16 | 10 | 7 | 5
23 | COc1ccc(C(C#N)(CCC#N)CCC#N)cc1OC | -9 | -22 | -15 | -10 | 3 | 8
24 | O=C(Nc1nnc(-c2ccncc2)o1)c1ccc(Br)s1 | -2 | 10 | -10 | -17 | 1 | -7
25 | O=C(NCC(=O)N1CCCC1)NN=Cc1ccccc1O | -2 | 10 | -51 | -47 | x | -2
26 | Cn1c(NCCCN2CCOCC2)nc2c1c(=O)n(Cc1ccc(Cl)c(Cl)c1)c(=O)n2C | 5 | 2 | -6 | 11 | -1 | -1
27 | Cc1ccc(SCc2cc(=O)[nH]c(/N=C(\N)Nc3cccc4ccccc34)n2)cc1 | -2 | 2 | -2 | 1 | -16 | 13
28 | CCOC(=O)N1CCN(CC(=O)c2c(C)[nH]c3ccccc23)CC1 | -6 | -10 | 5 | -4 | -11 | 0
29 | CCN(C(=O)COC(=O)CSc1ccc(C(N)=O)cc1[N+](=O)[O-])C1CCCCC1 | 5 | -9 | -4 | 10 | 3 | -3
30 | CCC(=O)Nc1nnc(/C=C/c2ccc(OC)cc2)s1 | -11 | 6 | -53 | -76 | -9 | -41

entry | SRC2 inh | TLR9-MyD88 block | TWEAK-Fn14 inh | NR5A2 inv ag | NCOA3 inh
16 | 22 | 8 | -6 | -6 | 9
17 | 11 | -12 | -28 | -6 | -2
18 | -18 | 2 | 2 | 1 | -2
19 | -15 | -11 | -29 | -12 | -2
20 | 14 | 1 | 0 | 0 | -7
21 | -46 | 6 | -3 | -11 | -21
22 | 5 | -2 | 2 | -7 | -10
23 | 10 | -12 | -13 | -2 | 5
24 | 11 | -5 | 4 | -18 | 7
25 | -13 | x | -37 | 3 | -88
26 | 18 | 2 | 15 | 5 | 18
27 | 14 | 15 | -28 | 8 | 8
28 | -4 | 10 | -3 | 8 | -12
29 | 3 | -5 | 5 | -13 | 0
30 | -12 | 8 | -20 | -67 | -44

Other entries follow.
entry | SMILES | NOD2-RIPK2 inh | TRAIL sens C8 | TROY signal inh | SRC1 inh | EBV LMP1 NFkB | NR2F2 inh
31 | CC(=O)Nc1ccc(S(=O)(=O)NCC(=O)OCC(=O)NC23CC4CC(CC(C4)C2)C3)cc1 | -17 | 25 | 22 | 4 | -6 | 3
32 | CC1(C)OC(=O)N(c2ccccc2)C12C=Cc1c(ccc3ccccc13)O2 (stereo unspecified) | 4 | 3 | 2 | 4 | 2 | -4
33 | CCOc1ccc(C(=O)CN2CCN(S(=O)(=O)c3ccc(F)cc3)CC2)cc1 | 0 | -6 | 4 | -15 | 0 | -15
34 | O=S(=O)(N/N=C1\CC(c2ccccc2)Oc2ccccc21)c1ccccc1 (stereo unspecified) | -8 | -6 | -28 | -3 | -32 | 6
35 | Cc1ccc(C(=O)C2=C(O)C(=O)N(Cc3cccnc3)C2c2ccc(Cl)c(Cl)c2)o1 (stereo unspecified) | 0 | 11 | 4 | -4 | 4 | x
36 | CCOC(=O)c1c(S(=O)(=O)N(C)Cc2ccccc2)c(C)n(C)c1C | -10 | 11 | -6 | -16 | -7 | -6
37 | COc1cc(NC(=O)c2c(OC)cccc2OC)ccc1NC(=O)c1cc2ccccc2o1 | 4 | 6 | -25 | -33 | -40 | 13
38 | Cc1ccc(S(=O)(=O)N(C)C)cc1NC(=O)CCc1c[nH]c2ccccc12 | 7 | 0 | 8 | 4 | -5 | -3
39 | COc1ccc(N2CSC3=C(C#N)C(c4cc(OC)ccc4OC)CC(=O)N3C2)c(OC)c1 (stereo unspecified) | -8 | 2 | 1 | -8 | 3 | x
40 | COC(=O)c1cc(OC)c(OC)cc1NC(=S)Nc1cccc(C(C)=O)c1 | -4 | 2 | -31 | -14 | 5 | -2
41 | Cn1c(=O)cc(OCC(=O)NCCC2=CCCCC2)c2ccccc21 | -8 | -8 | 9 | 0 | 0 | -25
42 | O=C(CCNC(=O)c1ccccc1Cl)Nc1nnc(C2CC2)s1 | 6 | -8 | 1 | -21 | -1 | 18

entry | SRC2 inh | TLR9-MyD88 block | TWEAK-Fn14 inh | NR5A2 inv ag | NCOA3 inh
31 | 2 | 9 | 8 | 3 | 11
32 | 19 | -2 | -12 | 18 | 12
33 | 12 | -4 | 1 | 5 | 4
34 | 1 | 1 | -21 | 5 | 14
35 | x | 8 | 3 | 11 | 9
36 | -14 | 1 | -2 | 18 | -11
37 | -71 | 1 | -5 | -49 | -33
38 | -5 | 12 | -5 | -4 | 6
39 | x | -4 | 12 | 1 | -6
40 | -6 | -4 | -32 | 23 | -10
41 | -7 | -14 | -11 | 17 | -10
42 | -5 | 11 | -20 | -2 | -13
